# Source: PubChem
# RAD54 inh: inhibitors of human RAD54 branch migration, primary screen, biochemical, fluorescence, single point; actives 0.14% (n = 360,000); DNA repair and recombination protein RAD54-like (Homo sapiens), Q92698; inhibition, % at 10.4 µM; RAD54 Holliday junction branch migration, FAM/BHQ fluorescence;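 active = mean normalized replicate activity at least 40 and at least half of replicates scoring 40 or more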;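 also: 0% = median of neutral control wells and 100% = median of positive control wells; inhibitors cause a drop in the FAM fluorescence signal; in these data hits start at about 50%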
# Target sequence (Q92698 whole entry, looked up): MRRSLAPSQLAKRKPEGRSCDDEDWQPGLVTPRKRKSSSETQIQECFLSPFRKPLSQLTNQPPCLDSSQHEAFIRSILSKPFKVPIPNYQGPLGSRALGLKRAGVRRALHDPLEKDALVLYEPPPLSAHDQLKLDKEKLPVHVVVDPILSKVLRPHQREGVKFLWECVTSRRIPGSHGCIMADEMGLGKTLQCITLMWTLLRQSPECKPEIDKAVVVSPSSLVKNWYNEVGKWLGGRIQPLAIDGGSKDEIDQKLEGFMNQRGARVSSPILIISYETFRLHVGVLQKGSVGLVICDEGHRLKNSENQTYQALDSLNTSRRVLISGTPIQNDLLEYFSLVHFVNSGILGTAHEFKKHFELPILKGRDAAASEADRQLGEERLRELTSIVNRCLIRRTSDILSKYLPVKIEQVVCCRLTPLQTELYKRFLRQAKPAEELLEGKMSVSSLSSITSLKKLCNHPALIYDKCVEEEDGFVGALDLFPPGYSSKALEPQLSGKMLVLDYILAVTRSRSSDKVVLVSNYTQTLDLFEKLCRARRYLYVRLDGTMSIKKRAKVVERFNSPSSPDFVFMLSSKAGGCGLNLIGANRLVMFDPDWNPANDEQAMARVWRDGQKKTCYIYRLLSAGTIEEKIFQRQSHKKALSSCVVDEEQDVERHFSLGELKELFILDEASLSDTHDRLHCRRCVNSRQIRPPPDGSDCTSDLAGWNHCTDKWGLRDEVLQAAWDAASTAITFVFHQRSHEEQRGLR
# ARNT-TACC3 inh: disruptors of ARNT/TACC3 protein interaction, primary screen, biochemical, AlphaScreen, single concentration | AlphaScreen His-ARNT PAS-B/GST-TACC3 binding, luminescence; TACC3 fragment carries E629A point mutation | inhibition, % at 9.99 µM | actives 0.66% (n = 390,000) | AID 623870, 2012;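 active = mean inhibition of replicates at least 50% and at least half of replicates each reaching 50%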;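 also: 0% = complete ARNT plus TACC3 wells and 100% = ARNT alone without TACC3; many hits fall short of the cut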
# PglD DTNB: C. jejuni PglD acetyltransferase inhibitors, primary screen, biochemical, DTNB colorimetric, single point; inhibition, % at 12.5 µM; UDP-N-acetylbacillosamine N-acetyltransferase PglD (Campylobacter jejuni); AID 602405, 2012; purified PglD enzyme, DTNB colorimetric CoA detection; actives 0.098% (n = 360,000); in the data active = inhibition above about 16%, passing the limit was not always enough; also: strong numbers were not always called active
# Active calls of the source: *. An excerpt; the hit share may differ from the screen's.
1: COC(=O)c1ccc(C(=O)OC)c(NC(=O)COC(=O)C2CC2C)c1 (centres undefined)
2: CCn1cc(C(=O)Nc2ccc(F)c(F)c2)cn1
3: CCc1c(C)nc(SC(C(=O)O)c2ccccc2)c(C#N)c1C (centres undefined)
4: Cc1ccc2nc3c(cc2c1)c(NC(=O)C1CCCO1)nn3CC(C)C (centres undefined)
5: Cc1cccc(NC(=O)CSc2nc3c(c(=O)[nH]2)CCC3)c1C
6: Cn1nc(Oc2nc(N3CCOCC3)nc(N3CCOCC3)n2)ccc1=O
7: Cc1ccc2cc(CCNC(=O)c3cccc([N+](=O)[O-])c3)c(=O)[nH]c2c1C
8: Cc1cccc(C(=O)OCc2cnc(Cl)s2)c1

entry no.	1	2	3	4	5	6	7	8
RAD54 inh	2.8	-0.1	-7.0	-1.1	-4.7	-7.6	1.0	-5.6
ARNT-TACC3 inh	-19.5	2.4	23.5	-24.6	-3.8	-12.0	-5.4	-1.7
PglD DTNB	-4.5	4.8	3.5	-3.9	-3.7	-10.4	-3.1	1.5

9: CCc1cccc(CC)c1N(COC)C(=O)Cn1ccccc1=N
10: COc1cc(S(=O)(=O)N2CCN(C)CC2)c(OC)cc1Cl
11: CCOc1ccc(C(OC(=O)c2ccco2)C(=O)NCc2ccc(C)cc2)cc1 (centres undefined)
12: O=C(COc1ccccc1)NNC(=O)c1cc2ccccc2oc1=O
13: CC(=O)Nc1ccc(NC(=O)c2ccc(C3SCC(=O)N3CCc3ccccc3)cc2)cc1 (centres undefined)
14: CC(C)P(=O)(c1cccc(C(=O)O)c1)C(C)C
15: Cc1cc(N(CCO)CCO)nc(-n2nc(C)cc2C)n1
16: CCNc1c([N+](=O)[O-])ncn1C

entry no.	9	10	11	12	13	14	15	16
RAD54 inh	0.0	-1.9	-4.4	-0.6	-8.8	-2.4	1.3	7.3
ARNT-TACC3 inh	4.1	21.0	-4.2	-2.8	0.6	6.0	-0.1	-2.3
PglD DTNB	2.7	4.2	3.3	0.4	-1.4	-5.3	-3.7	-0.7

17: CN(C(=O)c1ccncc1)c1nnc(-c2cccnc2)s1
18: O=c1c2cn[nH]c2[nH]c(=S)n1-c1cccc(Cl)c1
19: CSc1nc(Oc2ccc(=O)[nH]n2)nc(N(C)C)n1
20: OCCCCCNc1ncnc2ccccc12
21: CN(c1ccccc1)S(=O)(=O)c1cccc(NC(=O)CSc2nnc(N)s2)c1
22: Cc1cc(N/N=C/c2ccc(O)cc2O)nc(-c2ccccc2O)n1
23: CCOCC(=O)Nc1c(C(=O)OCC)oc2ccccc12
24: CC(=O)c1ccc(N2CCN(C(=S)Nc3cccc(Cl)c3)CC2)cc1

entry no.	17	18	19	20	21	22	23	24
RAD54 inh	-6.6	-4.8	1.0	-3.3	2.2	6.2	-1.2	-2.2
ARNT-TACC3 inh	-6.8	5.5	-10.6	-2.3	0.8	-6.6	-6.6	-6.2
PglD DTNB	4.0	4.9	0.7	-4.4	-2.1	-3.8	-3.6	-14.0

# The closing 3 records of the section before come first, to join the parts.
22: Cc1cc(N/N=C/c2ccc(O)cc2O)nc(-c2ccccc2O)n1
23: CCOCC(=O)Nc1c(C(=O)OCC)oc2ccccc12
24: CC(=O)c1ccc(N2CCN(C(=S)Nc3cccc(Cl)c3)CC2)cc1
25: COc1ccc(Nc2oc(COc3ccc(Cl)cc3)nc2C#N)cc1
26: O=C(CCCn1c(=S)[nH]c2ccccc2c1=O)NCc1ccco1
27: CCOc1cc(C2c3c(n[nH]c3C)C(=O)N2c2ccc(Br)cc2)ccc1O (centres undefined)
28: CC(=O)Nc1sc(C)c(C)c1C(=O)OCC(=O)Nc1cc(S(=O)(=O)N2CCCCC2)ccc1Cl
29: Cc1cccc(NC(=O)COc2nsnc2N2CCOCC2)c1
30: Cc1ccc2c(C(=O)CSc3ccccc3)c(C)[nH]c2c1
31: c1ccc2c(c1)OCC(c1nnc3sc(-c4cnccn4)nn13)O2 (centres undefined)
32: CCN(c1ccccc1)S(=O)(=O)c1ccc(C(=O)Oc2ccc(C(C)=O)cc2)cc1

entry no.	22	23	24	25	26	27	28	29	30	31	32
RAD54 inh	6.2	-1.2	-2.2	2.5	-4.6	4.5	2.0	-5.0	-0.6	4.9	6.9
ARNT-TACC3 inh	-6.6	-6.6	-6.2	6.5	0.4	3.5	-4.9	-3.7	-2.9	19.4	-0.6
PglD DTNB	-3.8	-3.6	-14.0	-3.0	-2.6	-3.9	-1.7	-3.1	-3.1	-1.9	-1.4

# Complete entries as entered above. Values in the order: RAD54 inh	ARNT-TACC3 inh	PglD DTNB
# Profile of CCN(c1ccccc1)S(=O)(=O)c1ccc(C(=O)Oc2ccc(C(C)=O)cc2)cc1 = 6.9	-0.6	-1.4
# Profile of CCOc1cc(C2c3c(n[nH]c3C)C(=O)N2c2ccc(Br)cc2)ccc1O (centres undefined) = 4.5	3.5	-3.9
# Profile of c1ccc2c(c1)OCC(c1nnc3sc(-c4cnccn4)nn13)O2 (centres undefined) = 4.9	19.4	-1.9

# Carrying on:
33: CCc1ccccc1NC(=O)C1CC(c2ccc(F)cc2)=NO1 (centres undefined)
34: O=C(C(Sc1ccccc1)c1ccccc1)N1CCN(c2ccccc2F)CC1 (centres undefined)
35: Cc1cc(NC(=O)COC(=O)c2oc3c(Cl)cccc3c2C)no1
36: COc1ccc(N2C(=O)CCC(C(=O)N3CCOCC3)C2c2ccc(F)cc2)cc1 (centres undefined)
37: CC(C)CCNc1nc2c(c(=O)n(Cc3cccc(F)c3)c(=O)n2C)n1C
38: CN(C(=O)CSc1ncnc2sc(-c3ccccc3)cc12)C1CCS(=O)(=O)C1 (centres undefined)
39: CC(C#N)(Nc1ccc(Cl)cc1)c1cccnc1 (centres undefined)
40: CCN1C(=S)SC(=O)C1=C1C=C(C)OC(C)=C1

entry no.	33	34	35	36	37	38	39	40
RAD54 inh	-2.8	0.9	12.4	1.0	2.8	1.2	2.0	1.9
ARNT-TACC3 inh	1.5	-1.9	-4.6	-0.5	4.4	-3.5	0.0	0.0
PglD DTNB	0.7	-3.4	3.8	-0.5	1.1	-0.6	-9.2	1.8

41: CCNc1ccc(Br)cc(C(=O)/C=C/c2ccc(Cl)cc2)c1=O
42: C/C=C(\C)c1nnc(NC(=O)c2ccco2)s1
43: COc1cc(/C=C2\SC(=S)N(Nc3ccccc3)C2=O)ccc1O
44: Cc1oc(CC(C)C)cc1C(=O)Nc1ccc(C(=O)O)cc1
45: CC1(C)CC(=O)c2c(O)c(-c3ccccc3)c(=O)n(-c3ccccc3)c2C1
46: COc1ccc(CCNC(=O)COC(=O)Cc2cccc3ccccc23)cc1
47: O=C(Nc1ccccc1Br)C(=O)N1CCCC1
48: CCCc1cc(NCC2CCCO2)n2c(nc3ccccc32)c1C#N (centres undefined)

entry no.	41	42	43	44	45	46	47	48
RAD54 inh	-4.2	-7.0	-60.9	2.2	-0.4	-3.8	3.5	7.4
ARNT-TACC3 inh	-21.2	-2.3	18.6	-16.2	2.1	3.1	-9.5	-13.4
PglD DTNB	0.3	-1.8	-5.6	5.7	-0.1	-4.0	-6.8	-4.3

49: N#Cc1ccsc1NC(=O)COc1ccc(-c2nnco2)cc1
50: COCc1cc(C)nc(OCC(=O)N/N=C/c2cc(C)n(-c3c(C)cccc3C)c2C)c1C#N
51: CCOc1ccc(N(CC(=O)Nc2ccccc2)S(C)(=O)=O)cc1
52: CCCN(CCC)S(=O)(=O)c1ccc(C(=O)Nc2nc3c(s2)CCc2ccccc2-3)cc1
53: CCNC(=O)/C(=C\c1ccccc1)NC(=O)/C=C/c1ccccc1
54: CCC(=C(c1ccc(OC)cc1)c1ccc(OC)cc1)c1cn(CC(O)CN2CCN(C)CC2)c2ccccc12 (centres undefined)
55: OCCNc1nc(N2CCN(Cc3ccccc3)CC2)nc2ccccc12
56: O=[N+]([O-])c1ccccc1S(=O)(=O)N1CCN(S(=O)(=O)c2ccc3c(c2)OCCO3)CC1

entry no.	49	50	51	52	53	54	55	56
RAD54 inh	2.8	-1.0	6.6	5.5	3.7	17.6	-4.5	1.1
ARNT-TACC3 inh	1.7	4.1	-3.2	-4.6	-0.3	30.2	-4.4	-5.8
PglD DTNB	1.9	-4.4	4.0	-3.9	-5.0	-12.1	-1.2	0.2

57: COC(=O)C1=C(C)N(CCc2ccc(OC)c(OC)c2)C(=O)/C1=C\N(C)C
58: CN(Cc1ccccc1)S(=O)(=O)c1ccc(Cl)c(C(=O)NCc2ccc3c(c2)OCO3)c1
59: Cc1ccc(-c2cn(-c3ccccc3)c(SCC(N)=O)n2)cc1C
60: CC(=O)Nc1c(NC(C)C)c2ccccc2oc1=O
61: C=CCn1c(SC)nnc1-c1cccc([N+](=O)[O-])c1
62: CCCOc1ccc(C(=O)C(CCC(CNCC)C(=O)c2ccc(OCCC)cc2)CNCC)cc1 (centres undefined)
63: NC(=O)C1CCN(C(=O)Cn2cccc2C(=O)c2ccccc2)CC1
64: Cc1ccc(NC(=O)N2CCC(NC(=O)C(C)(C)C)CC2)cc1

entry no.	57	58	59	60	61	62	63	64
RAD54 inh	2.7	-1.3	-6.5	-4.1	-5.5	22.5	10.9	-7.0
ARNT-TACC3 inh	5.7	1.2	8.0	10.7	-1.1	3.9	-2.1	-31.7
PglD DTNB	0.5	-3.0	5.7	-1.7	7.9	-3.3	2.3	2.8

65: Cc1ccc2c(ccc[n+]2CC(=O)c2ccccc2)c1
66: Cc1ccc(S(=O)(=O)/N=S(/C)c2ccccc2)cc1 (centres undefined)
67: Cc1ccc(C)n1-c1ccc(-c2nnco2)cc1
68: c1ccc(C2=NNC(=NCc3ccc4c(c3)OCO4)SC2)cc1
69: CCC(C)n1c(SCC(=O)/C(C#N)=C(\C)N)nc2ccccc2c1=O (centres undefined)
70: O=C(COc1ccccc1F)N1CCN(S(=O)(=O)/C=C/c2ccccc2)CC1
71: COc1ccccc1CN(C)C(=O)C1(c2ccc(Cl)cc2)CC1
72: Cc1cc(NC(=O)CN2CCCCC2C)no1 (centres undefined)

entry no.	65	66	67	68	69	70	71	72
RAD54 inh	-23.3	-5.9	-5.9	-6.2	-9.0	0.4	-5.2	-4.0
ARNT-TACC3 inh	0.0	-4.5	-9.6	0.4	0.6	0.5	1.5	-1.0
PglD DTNB	1.8	-0.1	-8.8	-1.6	-0.3	-3.9	8.5	4.0

73: COc1ccccc1-c1n[nH]c(=S)n1-c1ccccc1
74: CC1CCN(C(c2ccc(N(C)C)cc2)c2nnnn2C(C)(C)C)CC1 (centres undefined)
75: COc1ccc(/C=N/NC(=O)C(C)n2cnc3ccccc3c2=O)cc1 (centres undefined)
76: CCCOc1cccc(NC(=O)OC2CCN(C)CC2)c1
77: O=S(=O)(NCC1OCCc2ccccc21)c1ccccc1 (centres undefined)
78: C/C(=N\NC(=S)NCc1ccccc1)c1ccc(Cl)cc1
79: CCOC(=O)N1CCN(c2nc(C(F)(F)F)nc3c(C)cc(C)cc23)CC1
80: CC1CCc2c(sc(NS(=O)(=O)c3ccccc3)c2C(=O)OC(C)C)C1 (centres undefined)

entry no.	73	74	75	76	77	78	79	80
RAD54 inh	-4.6	-0.9	1.7	0.3	-9.2	8.9	-6.4	-18.6
ARNT-TACC3 inh	-2.6	2.4	-1.4	-5.5	-3.5	-11.1	3.7	1.0
PglD DTNB	4.3	-0.7	-2.1	5.0	1.2	1.3	-4.7	2.7

81: O=C(NCc1ccc(Cl)cc1)C(=O)NCC(c1ccco1)N1CCOCC1 (centres undefined)
82: CCOC(=O)C(NC(=O)CC)(Nc1ccc(S(=O)(=O)Nc2ncccn2)cc1)C(F)(F)F (centres undefined)
83: CCN(CC)c1ccc(NC(=O)CN2CCN(CC(=O)Nc3ccc(F)cc3)CC2)cc1
84: Cc1noc(C)c1COC(=O)CCC(=O)c1ccc(F)cc1
85: CC1(C(=O)NC2CCCC2)CCC(=O)N1Cc1ccccc1Cl (centres undefined)
86: Fc1ccccc1CSc1nc2ncc(Br)cc2[nH]1
87: Cn1c(SCC(=O)Nc2ccc3cn[nH]c3c2)nnc1-c1cnccn1
88: O=C(O)c1cccc(N=NN2CCCCCC2)c1

entry no.	81	82	83	84	85	86	87	88
RAD54 inh	4.6	-2.4	-1.5	-0.3	5.0	-2.6	8.0	-4.6
ARNT-TACC3 inh	-9.9	-3.6	8.2	-5.4	-1.6	-6.1	0.3	-6.1
PglD DTNB	0.6	-1.8	-0.2	-10.5	4.9	2.9	6.8	-7.0

89: O=C(CSc1nnc(CNC(=O)c2c(F)cccc2Cl)o1)c1ccccc1
90: CCc1nnc(NC(=O)CSc2nnc(Cc3ccccc3)n2-c2ccccc2)s1
91: CCc1ccc(NC(=S)N(CCCN2CCN(C)CC2)Cc2cccs2)cc1
92: Cc1cc(-c2ccccc2)nc(N2CCC(C(=O)NC34CC5CC(CC(C5)C3)C4)CC2)n1

entry no.	89	90	91	92
RAD54 inh	9.4	2.5	-0.6	1.9
ARNT-TACC3 inh	-3.9	19.9	2.6	-10.8
PglD DTNB	1.0	6.6	-0.5	4.1
